Screening data as filed in PubChem BioAssay.
TGFb SMAD3 inh = TGF-b pathway inhibition. Potency, µM (doses to about 46.1 µM), without a hit: at the top dose activity, negative = inhibition, most hits filed as inhibitors. 410,000 tested, 1.2% active. HepG2 CAGA-GFP TGF-b/SMAD3 reporter, GFP fluorescence, 18 h; TGF-beta stimulated, 500 pg/mL final. AID 588855; also: % is scaled to controls: 0 for no effect and ±100 for the full control effect; nearly all actives have a fitted effect of over 65% in size
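Smad-responsive CAGA-GFP expression was quantified in HEPG2 cells exposed to compounds and 500 pg/mL final TGF-beta for 18 h at 37 degrees C; unstimulated wells defined full inhibition.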
MCF10A rerep = inducers of DNA re-replication in MCF 10A breast cells. MCF 10A DNA re-replication, Hoechst nuclear intensity, 48 h. Potency, µM (doses to about 46.1 µM), inactives show top-dose activity, positive = re-replication, hits mostly activators. 350,000 tested, 2.9% active. AID 624296; also: % of control where 0% means no effect; nearly all actives have a fitted effect of over 50% in size
HepG2 tox = counter-screen for TGF-b inhibitors: cytotoxicity in HepG2 cells; 410,000 tested, 0.76% active; AID 588856; Potency, µM (series often up to 46.1 µM), inactives show at the top dose activity change, negative = cytotoxicity, most hits filed as cytotoxic; HepG2 CAGA-GFP viability, ATP luminescence, 18 h; also: some results filed as inactive show a strong effect at the top dose
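HepG2 CAGA-GFP cells (1000/well, DMEM with 1% FBS) received compound, then TGF-beta at 500 pg/mL final, and were incubated 18 hours at 37 degrees C. Viability was read by CellTiter-Glo luminescence. Media-only wells were set as complete cell-killing and DMSO as no toxicity.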
A549 viability = A549 cytotoxicity, counter-screen for Nrf2 inhibitors; A549 ARE-Fluc cells, CellTiter-Fluor viability, 18-24 h; 390,000 tested, 0.16% active; AID 504648; Potency, µM (series often up to 46 µM), inactives show at the highest dose activity change, negative = cytotoxicity, actives largely listed as inhibitors; also: % is scaled to controls: 0 for no effect and ±100 for the full control effect
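A549 ARE-Fluc cells in 5% FBS OPTI-MEM, 5000 cells/well, rested 2 h then exposed to compounds in concentration-response for 18-24 h at 37 °C. Viability by CellTiter-Fluor fluorescence (Ex 405/Em 525) after 30 min; luciferase luminescence (BugLite, 15 min, RT) read afterwards.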
ATXN2 expr inh = inhibitors of ATXN2 expression; 360,000 tested, 0.72% active; HEK-293 ATXN2-luciferase reporter, luminescence, 24 h; AID 1745845; Potency, µM (doses to about 57 µM), inactives show at the highest dose activity change, negative = inhibition, hits mostly inhibitors; also: % is scaled to controls: 0 for no effect and ±100 for the full control effect; nearly all actives have a fitted effect of over 55% in size
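ATXN2-luciferase reporter cells (luciferase flanked by upstream and downstream ATXN2 gene portions) were treated 24 h at 37 °C with compounds at up to 57 uM. SteadyGlo luminescence gave expression; GF-AFC fluorescence gave viability.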
S2 tox = viability counter-screen for ATXN expression inhibitors; S2 cells (HEK-293 line with an ATXN2-luciferase reporter) viability, CellTiter-Fluor protease fluorescence, 24 h; Potency, µM (titrated, usually from 56.7 µM), usual class: cytotoxic; 400,000 tested, 0.49% active; AID 651635; also: nearly all actives have a fitted effect of over 40% in size
Nrf2 activator = activators of Nrf2 (ARE) signaling; AREc32 ARE-luciferase reporter (MCF7-derived line), luminescence, 24 h; Potency, µM (top dose mostly 46.1 µM), inactives show top-dose activation, usual class: activators; 410,000 tested, 0.31% active; also: % of control where 0% means no effect; nearly all actives have a fitted effect of over 65% in size
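Cells of the AREc32 ARE-luciferase line are plated in OPTI-MEM containing 5% FBS and left overnight at 37 deg C. Compounds are pinned in, incubation continues 24 hr, and firefly luciferase signal is then measured.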
EPAC2 antag = blocks human EPAC2 exchange factor | Q8WZA2 | EPAC2 GEF exchange of Rap1B-BODIPY-GDP, fluorescence | 360,000 tested, 0.18% active | AID 720708 | Potency, µM (series often up to 114 µM), for inactives: at the highest dose activity, negative = inhibition, actives largely listed as inhibitors; also: % is scaled to controls: 0 for no effect and ±100 for the full control effect; nearly all actives have a fitted effect of over 45% in size; many of its hits are not listed in these tables
Target sequence (Q8WZA2 whole entry, looked up): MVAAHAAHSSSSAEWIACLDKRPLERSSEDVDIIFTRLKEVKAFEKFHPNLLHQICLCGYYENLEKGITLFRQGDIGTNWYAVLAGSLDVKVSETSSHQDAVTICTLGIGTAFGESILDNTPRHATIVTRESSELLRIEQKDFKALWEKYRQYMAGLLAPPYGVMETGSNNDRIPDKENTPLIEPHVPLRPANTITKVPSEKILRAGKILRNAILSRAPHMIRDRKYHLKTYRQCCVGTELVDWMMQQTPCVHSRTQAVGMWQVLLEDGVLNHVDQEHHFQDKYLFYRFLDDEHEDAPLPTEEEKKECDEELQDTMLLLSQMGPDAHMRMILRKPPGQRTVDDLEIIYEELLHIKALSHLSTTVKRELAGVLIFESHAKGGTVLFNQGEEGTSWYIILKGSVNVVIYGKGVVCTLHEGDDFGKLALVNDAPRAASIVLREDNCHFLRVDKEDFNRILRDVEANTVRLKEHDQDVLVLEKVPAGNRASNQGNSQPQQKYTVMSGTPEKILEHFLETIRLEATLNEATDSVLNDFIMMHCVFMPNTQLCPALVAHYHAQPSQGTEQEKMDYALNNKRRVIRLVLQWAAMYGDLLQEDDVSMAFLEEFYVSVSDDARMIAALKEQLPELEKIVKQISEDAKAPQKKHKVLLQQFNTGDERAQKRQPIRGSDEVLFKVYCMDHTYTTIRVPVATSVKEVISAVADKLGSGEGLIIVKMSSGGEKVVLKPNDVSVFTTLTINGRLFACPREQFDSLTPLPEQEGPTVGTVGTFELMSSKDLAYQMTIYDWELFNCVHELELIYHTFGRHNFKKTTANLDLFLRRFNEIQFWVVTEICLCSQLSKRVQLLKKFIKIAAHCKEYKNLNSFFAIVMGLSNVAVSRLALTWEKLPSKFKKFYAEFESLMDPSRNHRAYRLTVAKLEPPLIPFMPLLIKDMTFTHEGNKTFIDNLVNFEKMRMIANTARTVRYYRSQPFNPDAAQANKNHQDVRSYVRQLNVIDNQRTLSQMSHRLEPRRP
Nrf2 inh = inhibitors of Nrf2 signaling | Potency, µM (series often up to 46 µM), for the others: at the highest dose activity change, negative = inhibition, hits mostly inhibitors | 360,000 tested, 2.1% active | A549 ARE-Fluc reporter, luciferase luminescence, 18-24 h; also: % is scaled to controls: 0 for no effect and ±100 for the full control effect; nearly all actives have a fitted effect of over 60% in size
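Reporter: ARE-Fluc in A549. Exposure: 18-24 h, 37 °C, 5% CO2, 5% FBS OPTI-MEM. Readouts: fluorescent cytotoxicity (CellTiter-Fluor), then luminescent Nrf2 signal after BugLite.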
* marks the source's active call; other numbers are inactive results; i = inactive; ? = inconclusive; / = not tested or not shown; [ ] = remark or other dose. Calls follow the shape of the dose curve; as a rule, active = well fitted curve in the direction sought with a large enough effect; inconclusive = small, poorly fitted or top-dose-only effect, or another doubt; inactive = no such curve, though single readings can be large; an effect the other way counts as inactive or inconclusive. Potency is read from the fitted curve at half-maximal effect. Only part of the results is shown (hit frequency here may not be typical).

SMILES	TGFb SMAD3 inh	MCF10A rerep	HepG2 tox	A549 viability	ATXN2 expr inh	S2 tox	Nrf2 activator	EPAC2 antag	Nrf2 inh
Cc1cc(Cl)ccc1NC(=S)NCCCN1CCCC1=O	0%	-10%	-1%	2%	-11%[11.3 µM]	i	-0.7%	0%	11%
CCOC(=O)c1cccc(NC(=O)c2cc3ccccc3o2)c1	-14%	1%	-50%	?	/	i	-2.7%	-6%	?
COC(=O)Cn1cccc1C(=O)c1ccccc1	23%	1%	-2%	0%	1%	i	-0.1%	3%	/
COc1ccc(OC)c(CCNC(=O)CN2C(=O)COc3ccc(S(=O)(=O)N4CCC(C)CC4)cc32)c1	?	/	-28%	-14%	12%	?	2.8%	/	17%
CC1CCN(C(=O)CSc2c(C(C)C)cnc3c2c(=O)n(C)c(=O)n3C)CC1	-12%	/	-10%	7%	/	/	-0.5%	/	/
O=C(NNC(=S)Nc1ccccc1Cl)c1ccccc1Br	0%	0%	-16%	-3%	58%[activator]	i	4.8%	9%	?
CCOCCn1ccc2c(OCC(=O)Nc3cccc(F)c3)cccc2c1=O	?	/	-7%	-15%	-4%	?	0.3%	/	/
CCOC(=O)CSc1nc(N2CCOCC2)c2c(c1C#N)CC(C)(C)N(C)C2	-2%	21%	-4%	-16%	4%	i	0.5%	-11%	-8%
O=C(/C=C/c1ccc(Cl)cc1Cl)OCC(=O)N1CCCC1	8%	0%	-2%	0%	/	i	?	9%	2%
COc1cc(/C=N/Nc2nc(=O)[nH]nc2C)ccc1O	5%	?	-19%	-2%	16%	i	3.0%	-11%	10%
Cc1ccsc1CN(C(=O)c1oc2ccc(F)cc2c1C)C1CCS(=O)(=O)C1 (configuration not stated)	/	/	-25%	-7%	/	/	5.5%	/	?
COc1ccc(Cl)cc1NC(=O)c1ccoc1C	31%[activator]	3%	-7%	-6%	-15%	i	18%	-6%	-13%
CCCCn1c(N)c(N(Cc2ccccc2OC)C(=O)C(C)Oc2ccc(Cl)cc2)c(=O)[nH]c1=O (configuration not stated)	-4%	-18%	16%	3%	-8%	i	2.6%	-2%	3%
Cc1cc(=O)nc2c3ccccc3n(CC(=O)Nc3ccccc3Br)n12	10%	9%	-37%	-1%	3%	i	1.6%	-2%	-17%
Nn1cnnc1N/N=C/c1ccc(Cl)c([N+](=O)[O-])c1	?	?	11µM*	-13%	-18%	i	-2.5%	5%	-12%
CCN(CC1COc2ccccc2O1)C(=O)c1ccc(Cl)c(S(=O)(=O)N2CC(C)OC(C)C2)c1 (configuration not stated)	-20%	-28%	-7%	-6%	?	i	-0.8%	-10%	?
CCCSc1ccc(C(=O)Nc2ccc(F)cc2F)cn1	-7%	?	-22%	0%	36%	i	0.5%	-6%	?
COc1ccc(NC(=S)Nc2cccc([N+](=O)[O-])c2)cc1	-17%	121%[0.0737 µM]	-6%	-12%	3%	i	4.1%	-6%	?
CC(C)(C)NC(=O)/C(=C\c1cccnc1)NC(=O)c1ccco1	7%	-2%	15%	1%	7%	i	-0.1%	16%	5%
O=C(CCN1C(=O)c2ccccc2C1=O)Nc1ccc(-c2nc3ccccc3s2)cc1	4%	?	18%	7%	1%	i	0.2%	-9%	?
Cc1cc(NC(=O)c2cc(-c3ccc(Cl)c(Cl)c3)on2)n(-c2ccccc2)n1	9%	/	1%	4%	0%	i	1.7%	/	17%
CS(=O)(=O)N1CCN(C(=O)CSc2ccccc2)CC1	-10%	?	-3%	12%	6%	i	0.5%	9%	12%
Cc1nc2ccc(NS(=O)(=O)c3ccc(F)c(F)c3F)cc2s1	?	4%	-17%	5%	/	i	3.9%	-10%	-22%
COc1ccc([C@H]2Cc3cccc(O)c3C(=O)O2)cc1O	-10%	-23%	-5%	-2%	43%[activator]	i	?	-14%	4%
CN(C)CCNC(=O)C(=O)Nc1cc2c3c(c1)CCN3C(=O)CC2	2%	7%	-39%	-11%	/	i	0.3%	0%	6%

Next section (two carried over from the part before).
SMILES	TGFb SMAD3 inh	MCF10A rerep	HepG2 tox	A549 viability	ATXN2 expr inh	S2 tox	Nrf2 activator	EPAC2 antag	Nrf2 inh
COc1ccc([C@H]2Cc3cccc(O)c3C(=O)O2)cc1O	-10%	-23%	-5%	-2%	43%[activator]	i	?	-14%	4%
CN(C)CCNC(=O)C(=O)Nc1cc2c3c(c1)CCN3C(=O)CC2	2%	7%	-39%	-11%	/	i	0.3%	0%	6%
Cc1ccc(NC(=O)CSc2nnc(Cn3cnc4ccccc43)o2)cc1	-12%	-1%	6%	-1%	9%	i	-0.1%	1%	20%
O=C(NCc1ccccc1F)C1CCCN1S(=O)(=O)c1ccc(Cl)cc1 (configuration not stated)	8%	-1%	2%	0%	32%	i	0.3%	14%	-2%
O=C(COC(=O)c1ccc(Br)c(S(=O)(=O)N2CCOCC2)c1)NC1CC1	0%	-2%	5%	-3%	-6%	i	-0.6%	-6%	-3%
CC(=O)NC(c1cccc(F)c1)c1nc(-c2ccc(C)c(C)c2)cs1 (configuration not stated)	8%	/	-11%	/	-14%	i	5.4%	-19%	/
Cc1ccc(CNC(=O)c2ccc3c(c2)N(Cc2ccccc2F)C(=O)c2ccccc2S3(=O)=O)cc1	13%	/	-15%	-13%	-2%	i	0.2%	/	-4%
CC(C)(C)NC(=O)C(=O)N/N=C/c1cccs1	2%	0%	-6%	-4%	8%	i	0.4%	2%	?
Cc1ccc(C)c2[nH]c(=O)c(CCNC(=O)C(C)(C)C)cc12	3%	1%	-27%	1%	7%	i	-0.1%	3%	-6%
COc1ccc(NC(=S)Nc2cccc(C)n2)cc1	-18%	18%	-12%	5%	15%	i	0.0%	2%	?
COc1ccc2[nH]c(=O)c(CN(Cc3cccs3)S(=O)(=O)c3cccc4nsnc34)cc2c1	-8%	?	1%	?	?	?	0.0%	-2%	/
CCn1c(SCC(=O)NCc2cccs2)nnc1-c1ccncc1	-4%	13%	9%	-4%	9%	i	-0.1%	5%	?
CC(C)Cn1c(-c2ccccc2)nc2ccccc2c1=O	-19%	?	-30%	-9%	-6%	i	-0.6%	12%	-15%
Cc1ccc2c(c1)cc1c(=O)n(CC(=O)NCc3ccccn3)nc(C)n12	-6%	16%	10%	-2%	20%	i	-0.2%	7%	?
CCN1CCN(C(=O)c2cc3ccc(OC)cc3[nH]2)CC1	0%	-5%	2%	-5%	39%[activator]	i	0.3%	-5%	?
O=C(COc1ccccc1)NC1C(=O)N2C(C(=O)O)=C(Cl)CSC12 (configuration not stated)	0%	-13%	-53%	10%	2%	i	-0.1%[9.22 µM]	19%	0%
O=S1(=O)C=C(N2CCCCC2)c2ccccc21	6%	-26%	-7%	-4%	11%	i	13µM*	12%	1%
Cc1ccc(NC(=O)Cn2cnc(C(=O)Nc3ccc(C)c(C)c3)n2)cc1C	22%	5%	0%	1%	-1%	i	-0.8%	-2%	10%
COc1ccc(CNC(=O)[C@]2(C)CCC[C@@]3(C)C4CC[C@@]5(C)C[C@]4(CCC32)CC5=O)cc1 (some centres not stated)	?	?	-20%	-14%	?	?	3.7%	0%	-10%
C[C@@H]1CN([C@@H](C)CO)C(=O)c2cc(NC(=O)C3CC3)ccc2O[C@H]1CN(C)C	-7%	-3%	-19%	14%	-2%	i	-0.9%	13%	7%
C=CCn1c(CCNC(=O)c2cccs2)nnc1SCC(=O)c1ccc(Br)cc1	2%	1%	-4%	-10%	1%	?	3.6%	4%	6%
CCOc1ccccc1NC(=O)c1c(NC(=O)c2cccc(C)c2)sc2c1CCCC2	-4%	/	-18%	-1%	4%	i	-0.9%	/	7%
O=C(COc1cccc([N+](=O)[O-])c1)NN1C(=O)c2ccccc2C1=O	14%	1%	-3%	9%	-13%	?	-0.9%	-5%	5%
COc1ccc(Nc2ccc(Nc3ccc(OC)cc3)nn2)cc1	-25%	10%	-38%	?	/	i	-0.3%	6%[57.1 µM]	3%
COc1ccc(C)cc1S(=O)(=O)NCC(c1ccc2c(c1)OCO2)N1CCN(C)CC1 (configuration not stated)	-9%	0%	-2%	-2%	-1%	i	0.6%	5%	2%
CC1(C(=O)NS(=O)(=O)c2ccc(F)cc2F)CCN1C(=O)C1CCCCC1 (configuration not stated)	-5%	/	-15%	/	-2%	i	-0.1%	5%	/
O=C(O)CCC(=O)CCC(=O)c1ccccc1	-8%	2%	-13%	1%	-2%	i	-0.7%	10%	1%

Pulled by structure from the list above, two records:
SMILES	TGFb SMAD3 inh	MCF10A rerep	HepG2 tox	A549 viability	ATXN2 expr inh	S2 tox	Nrf2 activator	EPAC2 antag	Nrf2 inh
O=C(NNC(=S)Nc1ccccc1Cl)c1ccccc1Br	0%	0%	-16%	-3%	58%[activator]	i	4.8%	9%	?
O=C(O)CCC(=O)CCC(=O)c1ccccc1	-8%	2%	-13%	1%	-2%	i	-0.7%	10%	1%

Later entries
SMILES	TGFb SMAD3 inh	MCF10A rerep	HepG2 tox	A549 viability	ATXN2 expr inh	S2 tox	Nrf2 activator	EPAC2 antag	Nrf2 inh
CCN1C=CC(=C2C(=O)c3ccccc3C2=O)C=C1	-6%	5%	-81%	-2%	1.1µM*	?	-2.7%	5%	1.6µM*
c1ccc(-c2nc(-c3ccncc3)no2)cc1	-2%	0%	-49%	-11%	57%[activator]	i	11µM*	-8%	?
CCOC(=O)c1cnc2c(C)c(Cl)ccc2c1Nc1ccc(C)cc1C	13%	/	-11%	4%	-13%	i	-0.6%	/	-22%
Cc1cc(C(=O)N/N=C/c2ccccc2)c(C)o1	-4%	3%	-24%	9%	26%	i	5.2%	-13%	?
COc1ccc(NC(=O)COC(=O)CCc2ccc(S(=O)(=O)N3CCOCC3)cc2)cc1OC	25%	2%	3%	-6%	/	?	0.4%	3%	7%
O=C(NCCOc1ccccc1)C1Nc2ccc(OC(F)(F)F)cc2C2C=CCC12 (configuration not stated)	-1%	?	1%	2%	-10%	i	3.7%	-8%	-24%
Cn1nccc1NC(=O)Nc1ccc(OC(F)(F)F)cc1	7%	-2%	-11%	1%	4%	i	0.2%	-6%	-9%
Cc1ccc(-c2nnn(CC(=O)N(CC3CCCO3)C(C(=O)NC(C)(C)C)c3ccc(F)cc3)n2)o1 (configuration not stated)	?	7%	-2%	-5%	-1%	i	-0.1%	16%	-8%
